Source: PubChem BioAssay (Broad Institute)
ERp5 inh: inhibitors of ERp5-driven insulin aggregation, primary screen, biochemical, turbidity, absorbance 650 nm, single point; Protein disulfide-isomerase A6 (Homo sapiens), Q15084; 90 min; inhibition, % at 9.99 µM; 0.05% of 350,000 active; AID 651711, 2012;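 active means mean replicate inhibition above about 25%, with every replicate also reaching it, limit read from the data, passing the limit was not always enough; inconclusive means only one of those two criteria met; inactive means neither criterion met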
Target sequence (Q15084 whole entry, looked up): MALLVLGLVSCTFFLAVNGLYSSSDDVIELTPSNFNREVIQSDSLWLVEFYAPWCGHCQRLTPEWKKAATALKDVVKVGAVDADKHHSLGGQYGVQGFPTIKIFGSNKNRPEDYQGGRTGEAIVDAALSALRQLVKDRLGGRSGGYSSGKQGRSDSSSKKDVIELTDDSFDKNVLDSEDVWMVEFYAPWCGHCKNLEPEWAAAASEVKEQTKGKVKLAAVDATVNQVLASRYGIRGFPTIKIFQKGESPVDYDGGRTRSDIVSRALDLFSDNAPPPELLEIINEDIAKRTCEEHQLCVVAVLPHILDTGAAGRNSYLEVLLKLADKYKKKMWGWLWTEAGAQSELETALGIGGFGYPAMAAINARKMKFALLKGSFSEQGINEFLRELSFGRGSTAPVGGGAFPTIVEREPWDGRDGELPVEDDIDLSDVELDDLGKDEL
F508del corr: F508del CFTR correction, initial screen, CFBE line, single point; activity (quench increase), % at 7.58 µM; CFBE cells, YFP halide quenching; stimulated with forskolin plus potentiator P3; % fluorescence drop versus neutral controls; AID 720511, 2013; 0.36% of 350,000 active;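 active means mean added fluorescence quench of at least 8% versus neutral control, with both replicates also reaching 8%; inconclusive means only one of the mean or replicate conditions met; inactive means mean below 8% and not both replicates reaching 8%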;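 further: cells transiently co-express mutant CFTR-F508del with the halide-sensitive YFP; corrector assay measuring rescue of mutant channel to the surface after 24 h compound exposure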
ARNT-TACC3 inh: disruptors of ARNT/TACC3 protein interaction, primary screen, biochemical, AlphaScreen, single concentration; Transforming acidic coiled-coil-containing protein 3 (Homo sapiens), Q9Y6A5; 0.66% of 390,000 active; inhibition, % at 9.99 µM; AlphaScreen His-ARNT PAS-B/GST-TACC3 binding, luminescence; TACC3 fragment carries E629A point mutation;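 active means mean inhibition of replicates at least 50% and at least half of replicates each reaching 50%; inconclusive means half or more replicates reach 50% but mean below 50%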;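 further: 0% = complete ARNT plus TACC3 wells and 100% = ARNT alone without TACC3; many hits fall short of the cut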
XiGFP reactiv: activators of inactive X chromosome reactivation, primary screen, imaging, XiGFP fibroblasts, GFP high-content imaging, set 2 | XiGFP mouse fibroblasts, % GFP-positive cells imaging, 3 d; cells co-treated with 5-aza-dC sensitizer; scaled so ellipticine positive control = 100% | activation, % at 7.58 µM | 0.055% of 360,000 active | AID 743238, 2013;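 active means mean normalized replicate activation at least 10% and every replicate at or above 10%; inconclusive means only one of the two criteria met; inactive means mean below 10% and not all replicates reach 10%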;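 further: 0% = median of on-plate neutral control wells and 100% = ellipticine 6 µM median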
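Assay system: SV40-immortalized XiGFP fibroblast cells, line 68-5-11; buffer or medium: DMEM plus 5-aza-dC sensitizer; compound: one concentration, pinned; timing: compounds 3 days, fix/stain 15 min at room temperature; benchmarks: positive control ellipticine, 6 µM final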
PAX8 inh HTS: inhibitors of PAX8-driven TPO luciferase reporter, primary screen, RMG-I cells, single concentration; 1.2% of 360,000 active; AID 652154, 2013; inhibition, % at 12.6 µM; SteadyGlo, 24 h;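 active means mean replicate inhibition at least 60% with every replicate also reaching 60%; inconclusive means only one of the two criteria is met; inactive means mean below 60% and not all replicates reaching 60%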;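 further: luciferase light reporting Pax8 driven TPO promoter activity; plate controls were median of neutral control wells for no effect and mitoxantrone controls for full effect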
DENV2 CPE rescue: inhibitors of DENV2 cytopathic effect, primary screen, cell-based, plate reader, single concentration; 1.7% of 350,000 active; CPE inhibition, % at 9.99 µM; AID 651640, 2012; DENV2-infected cells, cytopathic effect rescue; in the data active means CPE inhibition above about 20%, passing the limit was not always enough; inconclusive means no clear call, values can overlap the other calls; tested in BHK-21 cells;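 further: 0% = median of neutral control wells and 100% = median of positive control wells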
INS-1E GSIS act: GLuc luminescence reporter in INS-1E cells, primary screen for activators of glucose-dependent secretion of insulin; INS-1E GLuc reporter insulin secretion, 2-3 h; activation, % at 16.6 µM; 0.61% of 370,000 active;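 active means lowest replicate activation of at least 40%, so every replicate reaches that level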;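 further: 0% = median of neutral control wells and 100% = median of IBMX positive control wells; some compounds called inactive have numbers as strong as hits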
EWS-Fli inh: EWS/Fli-driven NR0B1 reporter inhibitors, primary screen, A673 cells, NR0B1 luciferase, luminescence, MLPCN library | viability-normalised | inhibition, % at 12.6 µM | 0.67% of 350,000 active;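 active means mean inhibition of at least 50% after viability correction, with every replicate also passing that limit; inconclusive means mean reaches 50% but only one of two replicates passes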;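 further: firefly luciferase signal divided by Alamar Blue viability fluorescence both relative to DMSO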
* = called active by the depositor; ? = inconclusive; / = no result given; & = joins results of further samples.

Results follow in this order: ERp5 inh	F508del corr	ARNT-TACC3 inh	XiGFP reactiv	PAX8 inh HTS	DENV2 CPE rescue	INS-1E GSIS act	EWS-Fli inh
> CN1C(=O)c2cc(NS(C)(=O)=O)ccc2OC[C@H]2O[C@H](CC(=O)NC3CCCCC3)CC[C@H]21
  -1	/	0	0.0	-8	2	6	5
> O=C(Nc1ccccn1)C1CCN(c2ncnc3c2nc2n3CCCCC2)CC1
  -1	1.8	20	0.1	2	-7	8	/
> Cn1c(SCC(=O)c2ccccc2)nnc1C1COc2ccccc2O1 (stereo not drawn)
  -3	-31	-6	0.0	-6	-3	-26	2
> O=C(NCCCc1ccccc1)C1CCN(c2nnc(-n3cccc3)s2)CC1
  -3	2.5	-9	0.0	3	-1	-1	-9
> CCOC(=O)c1ccc(NC(=O)c2nc[nH]c2C(=O)N2CCC(C)CC2)cc1
  -2	-2.8	-1	0.3	-8	19	13	11
> CCOC(=O)C1(Cc2cccc(OC)c2)CCN(Cc2cnc(C)s2)CC1
  -1	-0.2	5	0.0	10	-6	2	1
> O=C(C1CCOCC1)N1CC(=O)N2[C@H](C1)[C@@H](c1ccc(C#CC3CCCCC3)cc1)[C@@H]2CO
  -5	3.8	/	0.2	27	13	-5	-4
> COc1cc(-c2cc(NC(C)=O)c3ncc(-c4cc(OC)c(OC)c(OC)c4)n3c2)cc(OC)c1OC
  7	-9.1	/	0.2	8	-10	/	3
> O=C(O)c1cc(-c2cccc([N+](=O)[O-])c2)nc2ccccc12
  10	0.2	3	0.0	-13	2	-7	-19
> COc1ccc(N(C(=O)c2snc(C(N)=O)c2N)C(C(=O)NCc2ccccc2)c2ccc(O)cc2)cc1OC (stereo not drawn)
  0	-1.1	1	0.1	7	3	-12	5
> Cc1cc(C(=O)NCc2ccc(F)cc2)n(-c2ccccc2)n1
  -6	-2.6	-2	0.0	11	-2	30	-1
> COc1ccc(OCCCC(=O)Nc2nccs2)cc1
  -3	-4.5	3	0.0	-27	7	/	-27
> Cc1nc(-c2nc(-c3c(C(=O)NNC(=O)Nc4ccccc4)noc3C)cs2)cs1
  0	-2.0	0	-0.1	-11	-6	/	2
> O=C(NC(c1ccccc1)c1ccccc1)C1CCCC1
  /	/	-1	0.0	-4	/	33	/
> CCOC(=O)C1(C)CCCN(C(=O)c2cc(OC)c(OC)c(OC)c2)C1 (stereo not drawn)
  -4	-3.2	/	0.0	6	-1	/	-9
> COc1ccc(NC(=O)N(C)C[C@H]2Oc3ccc(NS(=O)(=O)c4ccc(OC)cc4)cc3CC(=O)N([C@H](C)CO)C[C@H]2C)cc1
  3	1.4	-5	0.1	-13	-6	-2	3
> CN1/C(=C\C(=O)c2cccnc2)Sc2ccccc21
  1	/	-3	0.0	-133	6	-2	-125
> Cc1cc2nc(-c3ccc4c(c3)CCC4)ccn2n1
  1	-2.6	-51	0.3	-72	/	2	-41
> C[C@H]1COC(=O)[C@H](Cc2ccc(F)cc2)C/C=C\C[C@@H](CC(=O)NCCO)C(=O)N1
  0	-5.6	-1	0.0	4	?	1	0
> O=C(COC(=O)CCc1ccc(S(=O)(=O)N2CCOCC2)cc1)NCc1ccccc1Cl
  14	-3.2	-3	0.0	1	17	-10	-10
> CC(C)NC(=O)Nc1cccc2c1O[C@H](CN(C)S(=O)(=O)c1ccccc1)[C@@H](C)CN([C@H](C)CO)C2=O
  2	-1.8&2.5	-6&-6	0.5&0.1	2&-15	-5	2&-9	7&7
> CCN(CC)CCNC(=O)c1c(O)c2c([nH]c1=O)CCCC2
  0	-3.5	-10	/	/	-3	-4	-3
> C[C@@H]1CN([C@@H](C)CO)C(=O)c2cc(NS(=O)(=O)c3ccc(F)cc3)ccc2O[C@@H]1CN(C)C(=O)NC1CCCCC1
  6	2.5	1	0.1	-27	11	-10	12
> O=C(Nc1cccc(S(=O)(=O)N2CCCCC2)c1)c1cc(=O)[nH]c2ccccc12
  -1	-3.7	1	-0.1	15	2	-9	9
> Cc1ccccc1C(=O)NCC(=O)OC(C)C(=O)NC(C)CCc1ccccc1 (stereo not drawn)
  2	-0.7	-23	0.2	-7	3	-29	-3
> Cc1csc(=Nc2ccc(S(=O)(=O)N3CCOCC3)cc2)n1Cc1ccco1
  3	-0.6	3&10	0.0	15	-3	0	14
> CCN(CC)C(=O)[C@H]1CC(CC(=O)NCc2ccc(OC)c(OC)c2)C(=O)N2CCc3c([nH]c4ccccc34)[C@]12C (stereo partly drawn)
  -4	1.2	1	0.1	0	12	/	-6
> Cc1c(NC(=O)c2ccccc2)cccc1[N+](=O)[O-]
  /	/	-16	0.1	-15	/	-15	/
> C[C@H]1CN([C@@H](C)CO)C(=O)Cc2cc(NC(=O)C3CCCCC3)ccc2O[C@H]1CN(C)S(=O)(=O)c1ccc(Cl)cc1
  3	-2.9	1	-0.1	/	1	-11	4
> C[C@@H]1CN([C@@H](C)CO)C(=O)c2cccc(NC(=O)Nc3ccccc3)c2O[C@@H]1CN(C)S(C)(=O)=O
  2	0.2	-5	0.0	14	-1	-4	10
> COc1ccc(CCC(=O)OCc2csc(CC(=O)Nc3ccccc3C)n2)cc1
  4	0.2	-2	-0.1	-7	0	-9	/
> CC[N+](C)(CC)CC(O)COCC1COc2ccccc2O1 (stereo not drawn)
  /	/	-4	0.1	-12	/	12	/
> CCOc1ccc(CNC(=O)C2CCN(S(=O)(=O)N3CCC(C)CC3)CC2)cc1OC
  -5	4.0	/	-0.1	-7	-3	-10	7
> CC(C(=O)N1CCOCCOCCOCCOCCOCC1)N1C(=O)c2ccccc2C1=O (stereo not drawn)
  4	0.5	16	0.3	5	11	2	-1
> O=C(C[C@@H]1CC[C@@H]2[C@H](COC[C@H](O)CN2C(=O)c2cnccn2)O1)NCc1ccc(Cl)cc1
  -1	2.8	-10	0.0	-3	1	17	-10
> O=C(Cc1ccc([N+](=O)[O-])cc1)c1ccc(O)cc1O
  3	-0.8	3	-0.1	-83	-10	/	-14
> O=C(N/N=C/c1cc([N+](=O)[O-])cc([N+](=O)[O-])c1O)C(O)(c1ccccc1)c1ccccc1
  8	0.0	-3	-0.3	-14	2	-15	-5
> COc1ccc([C@H]2CC(=O)C=C(c3cccc(C#N)c3)C2)cc1
  12	-1.4	2	0.5	11	-12	/	-2
> CCOc1ccc(NC(=O)CN2C(=O)NC(CCc3ccccc3)C2=O)cc1OCC (stereo not drawn)
  2	1.1	-7	0.2	10	-6	-8	-17
> COc1ccc(S(=O)(=O)Nc2ccc3c(c2)C(=O)N([C@@H](C)CO)C[C@H](C)[C@@H](CN(C)CC2CC2)O3)cc1
  3	1.1	/	-1.2	-17	-5	5	-3
> CN(C)S(=O)(=O)c1cccc(NC(=S)NC2CCCCC2)c1
  4	2.6	-4	0.1	6	-2	-13	-4
> C=CCN(c1ccccc1)S(=O)(=O)c1cccc(C(=O)NCC(c2cccs2)N2CCOCC2)c1 (stereo not drawn)
  3	-2.5	-2	0.3	/	5	-70	18
> CSc1ccc(/C=N/NC(=O)C[n+]2ccccc2)cc1
  0	0.4	5	0.0	6	4	5	-7
> NC(=O)Nc1ccc(C(=O)OCC(=O)c2c[nH]c3ccccc23)cc1
  6	-0.6	1	0.0	-41	?	2	-28
> CCN(C(=O)CN1CCOCC1)c1c(N)n(Cc2ccccc2)c(=O)[nH]c1=O
  5	/	/	0.1	-4	-1	3	3
> O=C(c1cnccn1)N1CC(=O)N2[C@H](CO)[C@@H](c3ccc(C#CC4CC4)cc3)[C@H]2C1
  -3	-4.0	/	0.0	/	?	6	23
> CCOC(=O)c1ccc(NC(=O)c2cc(=O)[nH]c3ccccc23)cc1
  -3	-0.5	-4	0.4	-37	2	3	1
> CO[C@@H]1CN(C)C(=O)c2ccc(NC(=O)C3CC3)cc2OC[C@H](C)NC[C@@H]1C
  -5	2.3	-4	-0.1	-7	-3	-3	-3
> COC(=O)C1=CN(c2c(C)cc(C)cc2C)C(N)=C(C#N)C1c1ccccc1 (stereo not drawn)
  0	-3.1	/	0.0	14	0	-33	0
> CN(C)c1cccc(C(=O)NCCCn2ccc3ccccc32)c1
  1	-0.7	18	0.0	-23	3	-4	-27

Rewritten with bars between the fields: entries from further up
SMILES | ERp5 inh | F508del corr | ARNT-TACC3 inh | XiGFP reactiv | PAX8 inh HTS | DENV2 CPE rescue | INS-1E GSIS act | EWS-Fli inh
CN(C)S(=O)(=O)c1cccc(NC(=S)NC2CCCCC2)c1 | 4 | 2.6 | -4 | 0.1 | 6 | -2 | -13 | -4
C=CCN(c1ccccc1)S(=O)(=O)c1cccc(C(=O)NCC(c2cccs2)N2CCOCC2)c1 (stereo not drawn) | 3 | -2.5 | -2 | 0.3 | / | 5 | -70 | 18
CSc1ccc(/C=N/NC(=O)C[n+]2ccccc2)cc1 | 0 | 0.4 | 5 | 0.0 | 6 | 4 | 5 | -7
NC(=O)Nc1ccc(C(=O)OCC(=O)c2c[nH]c3ccccc23)cc1 | 6 | -0.6 | 1 | 0.0 | -41 | ? | 2 | -28
CCN(C(=O)CN1CCOCC1)c1c(N)n(Cc2ccccc2)c(=O)[nH]c1=O | 5 | / | / | 0.1 | -4 | -1 | 3 | 3
O=C(c1cnccn1)N1CC(=O)N2[C@H](CO)[C@@H](c3ccc(C#CC4CC4)cc3)[C@H]2C1 | -3 | -4.0 | / | 0.0 | / | ? | 6 | 23

(list continues)
Results follow in this order: ERp5 inh	F508del corr	ARNT-TACC3 inh	XiGFP reactiv	PAX8 inh HTS	DENV2 CPE rescue	INS-1E GSIS act	EWS-Fli inh
> COc1ccc(CN(C)C[C@H]2OCCCC[C@@H](C)Oc3ccc(NC(=O)Cc4ccccc4)cc3C(=O)N([C@H](C)CO)C[C@@H]2C)cc1
  /	-0.6	-7	0.0	-18	-2	-1	-5
> C[C@H]1CN([C@@H](C)CO)C(=O)c2cc(NC(=O)Nc3ccccc3)ccc2O[C@H]1CN(C)C(=O)Nc1cccc2ccccc12
  4	0.8	3	1.0	/	0	-2	5
> COC(=O)CCN1CCC(c2cc(-c3cccc(C(F)(F)F)c3)n[nH]2)CC1
  2	-2.0	36	?	-3	-1	-9	-4
> CCS(=O)(=O)N[C@H]1CC[C@H](CC(=O)Nc2ccc(-c3ccccc3)cc2)O[C@H]1CO
  0	0.4	12	0.4	21	8	-9	-19
> O=C(NCc1ccccc1Cl)C1CCCN1C(=O)NC1CCCCC1 (stereo not drawn)
  3	/	1	0.1	25	4	/	8
> Cc1nc2sc(C(c3cccs3)N3CCN(C(=O)c4ccco4)CC3)c(O)n2n1 (stereo not drawn)
  -3	-1.8	-4	-0.2	-5	1	-3	-3
